# Screens: PubChem BioAssay, National Center for Advancing Translational Sciences (NCATS)
# S3 lipid droplet – qHTS Assay for Lipid Storage Modulators in Drosophila S3 Cells; Drosophila S3 cells, BODIPY lipid droplet fluorescence, 18-24 h; cells fed with added oleic acid; Potency in µM for hits, for the others lipid storage change, negative = inhibition, % at the top dose, mostly 46.1 µM; actives 0.64% (n = 320,000); AID 2685, 2010; active = well fitted inhibition curve with a large enough effect in the signal ratio, with a control signal flat, not every such curve was filed as active; inconclusive = small, poorly fitted or top-dose-only effect, or effect the other way, or a change in a side signal; the % refers to the signal ratio
#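 Drosophila S3 cells loaded with oleic acid (400 uM, as added) and compounds at several concentrations; lipid droplets imaged by 488-nm laser-scanning cytometry, 500–530 nm intensity and object ratio to cell channel. Percent activity normalized to 20 uM Triacsin C.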
# S3 lipid droplet cell count max – also measured in S3 lipid droplet; calls as there; cell number change, %; measured here: cell count max response;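 cells counted by Cell Tracker Red CMTPX staining in the red channel; peak over a dose series mostly up to 46.1 µM; percent activity relative to internal control wells on each plate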
# Numbers without * were called inactive; i = inactive; ? = inconclusive; · = no result given. % is set by controls: 0 for no effect and ±100 for the full control effect; potency is the fitted concentration of half-maximal effect. Some of the compounds tested; the hit share may differ from the screen's.
SMILES | S3 lipid droplet cell count max | S3 lipid droplet
CN(C(=O)COC(=O)C1CCN(S(=O)(=O)c2ccc3c(c2)OCCO3)CC1)C1CCCCC1 | 9 | 9%
Cn1c(=O)[nH]c(=O)c2c1nc(SCCN1CCOCC1)n2CCCc1ccccc1 | -2 | -7%
O=C(NCCc1ccccc1)C(=O)NN=C1CCCC1 | 6.0* | 29µM*
N#Cc1ccccc1COC(=O)c1ccc2c(c1)OCO2 | · | ?
Cc1cc(C)nc(Nc2n[nH]c(-c3ccccc3C)n2)n1 | · | ?
O=C(N=C1N=C2C=CC(Br)=CN2Cc2ccccc21)c1ccc([N+](=O)[O-])cc1[N+](=O)[O-] | 18 | 0%
COc1cccc(NC(=O)Nc2nnc(Cc3ccc(OC)c(OC)c3)s2)c1 | 1 | 4%
O=C(Oc1ccc(C(=S)N2CCOCC2)cc1)c1cc([N+](=O)[O-])cc([N+](=O)[O-])c1 | 8 | 15%
CC1CC(C)CN(C(=O)c2nn(C)c3c2CS(=O)(=O)c2ccccc2-3)C1 (stereo not given) | -1 | -8%
C/C(=N\NC(=O)CNc1ccccc1Cl)C(C)(C)C | -9 | -6%
O=C(Nc1ccc(OC(F)(F)F)cc1)C1CC(c2ccc(F)cc2)=NO1 (stereo not given) | -23 | -4%
O=C1CN(C(=O)CSc2nncn2-c2ccccc2)c2ccccc2N1 | · | ?
COc1ccccc1CNC(=O)C(=O)NCC1CCCN1S(=O)(=O)c1cccs1 (stereo not given) | · | ?
Cc1ccc(S(=O)(=O)N(C)CC(=O)OCC(=O)NC(c2ccccc2)c2ccccc2)cc1 | 3 | -4%
CCOC(=O)CNC(=O)c1ccc(Br)s1 | 12 | 13%
Cc1c(NS(=O)(=O)c2cccc(C(=O)O)c2)c(=O)n(-c2ccccc2)n1C | 10 | i
COc1ccc(S(=O)(=O)NCCc2cn3cccc(C)c3n2)cc1OC | 17 | 15%
O=S(=O)(NC1CCCC1)c1ccc(S(=O)(=O)N2CCCN(Cc3ccccc3)C2)cc1 | -10 | 1%
CCc1c(C)nc(N2CCN(Cc3ccccc3)CC2)[nH]c1=O | · | ?
C=CCC1CCC/C(=N\NS(=O)(=O)c2ccc(C)cc2)C1 (stereo not given) | 13 | -11%
Cc1nnnn1/C(=C\c1ccccc1)C(=O)OCC(=O)Nc1cccc(S(=O)(=O)N(C)C)c1 | -25* | 3.7µM*
Cn1c(SCC(=O)Nc2ccc(N3CCOCC3)cc2)nnc1-c1ccccc1 | · | ?
CCC(C)NC(=O)CN1C(=O)CSc2ccc(S(=O)(=O)N3CCCC3)cc21 (stereo not given) | · | ?
Cc1ccc(S(=O)(=O)Nc2cccc(C(=O)NCC(c3ccco3)N3CCCC3)c2)cc1F (stereo not given) | · | ?
Cc1ccc2c(cnn2C(=O)CCC(=O)N2CCCCC2C)c1 (stereo not given) | · | ?
Cc1ccc(-c2nnc(NC(=O)Cc3ccc(F)cc3)o2)c(C)c1 | -16 | -21%
Cn1cc(C(=O)N/N=C/c2cccc(O)c2)ccc1=O | · | ?
COc1ccc(CN(C)C2CCCCC2)cc1 | · | ?
COC(=O)c1sc2cc(=O)n(-c3cccc(C(F)(F)F)c3)nc2c1O | · | ?
O=C(Nc1ccccc1C(=O)Nc1ccc2c(c1)OCO2)c1ccco1 | · | ?

# Additional compounds.
SMILES | S3 lipid droplet cell count max | S3 lipid droplet
CSCCC(NC(=O)c1cccc(C)c1)C(=O)OCC(=O)Nc1c(C)nn(-c2ccccc2)c1C (stereo not given) | · | ?
Cc1cccc(NC(=O)c2ccc(NCC3CCCO3)c([N+](=O)[O-])c2)c1 (stereo not given) | · | ?
CCN1C(=O)/C(=C2/C=Cc3ccccc3N2C)OC1=S | · | ?
COc1ccccc1NS(=O)(=O)/C=C/c1ccccc1 | · | ?
CC(=O)C1=C(C)N(Cc2ccccc2)C(=O)N[C@H]1CCc1ccccc1 | · | ?
COc1ccc(OCCOCC(O)CN2CCOCC2)cc1 (stereo not given) | 10 | -2%
CN(C)/C=C1\C(=O)Nc2ccccc21 | · | i
CCCc1nc([N+](=O)[O-])c(S(=O)(=O)c2ccccc2)n1CC(C)C | · | ?
CCN(CC)c1nc(N2CCN(C)CC2)nc2ccccc12 | 3 | 25%
C(=C\c1ccncc1)/c1ccccc1 | -1 | 13%
CCOc1ccc(S(=O)(=O)n2nc(C)cc2C)cc1 | · | ?
N#CC1CN(C(c2ccccc2)c2ccccc2)C1 | · | ?
CSc1nc(N(C)C)nc(N(C#N)CCOC(C)=O)n1 | 24 | 2%
Cc1oc(-c2cccc(C(F)(F)F)c2)nc1CN1CCN(c2ccccn2)CC1 | 10 | 1%
CCOC(=O)C(=O)Nc1ccc(S(=O)(=O)N2CCOCC2)cc1OC | · | ?
COc1cccc(CN2C(=NC(=O)C3CC3)SC3CS(=O)(=O)CC32)c1 (stereo not given) | · | ?
Cc1cc(C)nc(SCCS(=O)(=O)Cc2ccccc2)n1 | · | ?
CCCCCCCC#Cc1ccccc1/C=N/S(=O)c1ccc(C)cc1 (stereo not given) | 1 | 0%
CCc1nnc(NC(=O)c2ccc(OC)cc2OC)s1 | · | ?
O=C(NCc1cccs1)C1CCN(C(=O)NCc2ccccc2)CC1 | 6 | -5%
CCOC(=O)Cn1nc(C)n(-c2ccccc2)c1=O | · | ?
CCOc1ccc(NC(=O)C2CCN(S(=O)(=O)c3cccs3)CC2)cc1 | · | ?
Nc1nc(NCC2CCCO2)nc(Nc2ccc(Cl)cc2)c1[N+](=O)[O-] (stereo not given) | · | ?
O=C(COc1ccc(-c2nnco2)cc1)NC1CCCc2ccccc21 (stereo not given) | -17 | 13%
CC(=O)NC1=C(Nc2ccc(N(C)C)cc2)C(=O)c2ccccc2C1=O | · | ?
COc1ccc(CNC(=O)c2sc(=S)n(-c3ccc(OC)cc3)c2N)cc1 | · | ?
Nc1c(C(=O)NCc2ccccc2)c2nc3ccccc3nc2n1CCCN1CCOCC1 | · | ?
COc1cccc(NC(=O)Cn2nnc(C(=O)NCc3ccc4c(c3)OCO4)c2N)c1 | · | ?
O=C(NC1CC2CCC(C1)N2C(=O)NC1CCCCC1)NC12CC3CC(CC(C3)C1)C2 (stereo not given) | · | ?
O=C(COc1ccccc1Cl)Nc1ccc(CN2CCCCC2)cc1 | 29 | 22%

# Copied from above for reference:
SMILES | S3 lipid droplet cell count max | S3 lipid droplet
CN(C(=O)COC(=O)C1CCN(S(=O)(=O)c2ccc3c(c2)OCCO3)CC1)C1CCCCC1 | 9 | 9%
Cn1c(=O)[nH]c(=O)c2c1nc(SCCN1CCOCC1)n2CCCc1ccccc1 | -2 | -7%
O=C(NCCc1ccccc1)C(=O)NN=C1CCCC1 | 6.0* | 29µM*
N#Cc1ccccc1COC(=O)c1ccc2c(c1)OCO2 | · | ?
Cc1cc(C)nc(Nc2n[nH]c(-c3ccccc3C)n2)n1 | · | ?

# Going on with the list:
SMILES | S3 lipid droplet cell count max | S3 lipid droplet
Brc1ccc(Nc2nc(-c3cccnc3)cs2)cc1 | · | 42%
CSc1ccccc1C(=O)NCC(c1ccco1)N(C)C (stereo not given) | · | ?
CCCCCCSC1=C(C#N)C(c2ccc(C)o2)CC(=O)N1 (stereo not given) | · | ?
N=c1n(CCN2CCCC2)c2ccccc2n1CC(O)c1ccc(Cl)c(Cl)c1 (stereo not given) | 3 | 22%
COc1ccccc1NC1=C(NC(C)=O)C(=O)c2ccccc2C1=O | · | ?
COc1ccccc1N1CCN(C(=O)CSc2ncnc3c2cnn3-c2ccc(C)c(C)c2)CC1 | · | ?
Cc1ccc(S(=O)(=O)N(C)C)cc1NC(=O)COc1ccc(-c2nnco2)cc1 | · | ?
O=[N+]([O-])c1cc(CN2CCCCCC2)ccc1O | -2 | -3%
CC(NC(=O)c1cccc(S(=O)(=O)N2CCc3ccccc32)c1)c1ccco1 (stereo not given) | · | ?
CC(=O)N1C(=O)N(C)C2C1N(C(C)=O)C(=O)N2C (stereo not given) | 4 | -2%
O=C(COC(=O)c1ccccn1)Nc1cc(Cl)ccc1Cl | · | ?
COC(=O)CN1C(=S)N(c2ccccc2)C(=O)C1CC(=O)Nc1ccc(Cl)cc1 (stereo not given) | · | ?
Cc1c(NS(=O)(=O)c2ccc(N3CCCCC3)c([N+](=O)[O-])c2)c(=O)n(-c2ccccc2)n1C | · | ?
CCCCC(=O)Oc1c(S(=O)(=O)c2ccccc2)c(C)nn1C(C)(C)C | · | ?
Cc1ccc(Cl)cc1N1CCN(Cc2cc(=O)n3ccsc3n2)CC1 | · | i
Cc1nc(C)n(C(C)CNC(=O)c2ccccc2)n1 (stereo not given) | 8 | 4%
CCc1cccc(C)c1NS(=O)(=O)c1cc(Br)cnc1N | · | ?
C/C(=N\NC(=O)c1csc(C)c1C)c1ccc(Cl)s1 | · | ?
Cc1cc(C)n(CCCNC(=O)c2ccco2)n1 | · | ?
CCC(C)N1C(=O)S/C(=C/c2ccc(Sc3nc4ccccc4[nH]3)o2)C1=O (stereo not given) | · | ?
CCc1ccc(-c2cc3c(=O)n(CC(=O)NCCCN4CCN(Cc5ccccc5)CC4)nc(C)n3n2)cc1 | · | ?
CCn1c(SCC(=O)N2CC(C)OC(C)C2)nc2c([nH]c3ccccc32)c1=O (stereo not given) | · | ?
CCC(C)NCCOCCOc1ccc(Br)cc1 (stereo not given) | 5 | -3%
CCC(C)[C@H](NC(=O)Nc1ccccc1F)C(=O)OC (stereo not given in full) | 3 | 9%
CCOC(=O)CN(C(=O)CSc1nnc(-c2ccc(OC)c(OC)c2)o1)c1ccc(F)cc1 | · | ?
O=C(c1ccc(-c2cc(O)c3ncccc3c2)cc1)N1CCNCC1 | -4 | 15%
CN(Cc1ccccc1)C(=O)c1ccc(NC(=O)Cc2cccc(NC(=O)C3CCN(C(=O)C4CCCCC4)CC3)c2)cc1 | -8 | 0%
O=C(N[C@H]1CC1c1ccccc1)c1ccc([N+](=O)[O-])cc1 (stereo not given in full) | -1 | 3%
COc1ccc(-c2cc(C(=O)NCc3cn(C)nc3C)c3ccccc3n2)cc1OC | · | ?
O=C(Nc1nnc(/C=C/c2ccccc2)s1)c1ccco1 | · | ?

# Additional entries follow:
SMILES | S3 lipid droplet cell count max | S3 lipid droplet
Cc1cc(C)cc(N(CC(=O)N2CCOCC2)S(=O)(=O)c2ccccc2)c1 | 3 | 0%
CCN(CC)S(=O)(=O)c1ccc2c(c1)c(=O)c(C(=O)N1CCOCC1)cn2C | · | ?
COc1cc(S(=O)(=O)N2CCN(c3ccccn3)CC2)ccc1Br | 23 | 9%
CCN(CC)c1cc(C)c2cc(NC(=O)c3ccc(Br)o3)ccc2n1 | · | ?
COc1ccc(CN(C(=O)c2ccco2)c2ccc(C)cc2)cc1OC | -9 | 4%
O=c1c(F)cn(C2CCCO2)c(=O)n1Cc1ccccc1F (stereo not given) | · | ?
O=C(C1CCCCC1)N1CCN(S(=O)(=O)c2ccc(Br)cc2)CC1 | 7 | -3%
CCOC(=O)c1c(NC(=O)C2CCN(S(=O)(=O)c3ccc(Cl)cc3)CC2)sc2c1CCCC2 | 25 | 13%
COc1ccc(C2c3[nH]c4ccccc4c3C[C@H]3C(=O)N(c4ccccc4C(=O)N4CCC(C(=O)O)CC4)C(=O)N23)cc1 (stereo not given in full) | · | ?
Cc1ccc(C(=O)N(CC(C)C)c2c(N)n(Cc3ccccc3)c(=O)[nH]c2=O)o1 | · | ?
COc1ccccc1C(C#N)N1N=C(C)CC1c1ccccc1 (stereo not given) | · | ?
O=C(COC(=O)CSc1ccc([N+](=O)[O-])cc1)NCCC1=CCCCC1 | · | ?
COc1ccc(CCNc2cc(C)nc3c(-c4ccccc4)cnn23)cc1OC | · | ?
CN(C)S(=O)(=O)Oc1ccsc1C(=O)Nc1ccc(Cl)cc1 | -2 | 0%
Cc1nccn1Cc1cccc2ccccc12 | · | ?
COc1ccc(-c2nc(C#N)c(NCc3ccccc3Cl)o2)cc1OC | · | ?
Cc1[nH][nH]c(=O)c1C(c1ccc(-c2ccc(F)cc2)o1)c1c(C)[nH][nH]c1=O | · | ?
CC(=O)NNS(=O)(=O)c1ccccc1[N+](=O)[O-] | -2 | 0%
Cc1ccc(C(=O)C[n+]2ccccc2C)cc1[N+](=O)[O-] | -8 | -23%
O=C(NCCc1ccc(Cl)cc1)c1cc(=O)[nH]c2ccccc12 | -2 | -20%
CCc1cccc(NC(=O)NC2CCCCC2)c1 | 6 | 0%
CC(CC(=O)OCC(=O)NCc1ccc(Cl)cc1)c1ccccc1 (stereo not given) | · | ?
COc1ccc(NC(=O)Cc2cccc(F)c2)cc1S(=O)(=O)Nc1ccccc1Cl | · | ?
COc1ccc(C2c3c(ncn(CCCN4CCOCC4)c3=N)Oc3ccc4ccccc4c32)cc1OC (stereo not given) | 15 | -3%
Cc1nc2ccccc2n1CC(=O)NCc1ccccc1 | · | ?
COc1cccc(CC(NC(C)=O)C(=O)NC2CCN(C(=O)NCc3ccccc3)CC2)c1 (stereo not given) | · | ?
O=C(COC(=O)C1=COCCO1)NCCCc1ccccc1 | · | ?
COc1ccc(N(C)S(=O)(=O)c2cccc(C(=O)Nc3nnc(C4CC4)s3)c2)cc1 | · | -3%

# Looked up one by one from the entries so far:
SMILES | S3 lipid droplet cell count max | S3 lipid droplet
COc1ccc(-c2nc(C#N)c(NCc3ccccc3Cl)o2)cc1OC | · | ?
COc1ccc(NC(=O)Cc2cccc(F)c2)cc1S(=O)(=O)Nc1ccccc1Cl | · | ?
